# Screens as filed in PubChem BioAssay.
# GPR151 activ – activators of human GPR151, primary screen, cell-based, PathHunter beta-arrestin, luminescence; PathHunter beta-arrestin GPR151 cells; activation, % at 11.2 µM; 650,000 compounds, 1% hits; G-protein coupled receptor 151 (Homo sapiens), Q8TDV0; in the data active means activation above about 4.9%;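 further: 0% = median of compound wells and 100% = cells with positive control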
# Target sequence (Q8TDV0 whole entry, looked up): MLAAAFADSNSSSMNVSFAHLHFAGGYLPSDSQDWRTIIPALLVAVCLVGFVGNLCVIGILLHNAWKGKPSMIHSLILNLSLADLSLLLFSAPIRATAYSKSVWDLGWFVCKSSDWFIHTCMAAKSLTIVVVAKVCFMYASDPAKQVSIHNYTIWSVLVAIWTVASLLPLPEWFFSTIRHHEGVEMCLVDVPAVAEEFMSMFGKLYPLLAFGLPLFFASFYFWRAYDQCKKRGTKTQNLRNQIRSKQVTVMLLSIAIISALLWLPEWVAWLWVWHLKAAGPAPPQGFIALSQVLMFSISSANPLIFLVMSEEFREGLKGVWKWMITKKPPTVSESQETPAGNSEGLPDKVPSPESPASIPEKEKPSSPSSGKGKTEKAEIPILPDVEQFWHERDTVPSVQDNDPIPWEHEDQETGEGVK
# MITF primary – MITF inhibitors, primary screen, biochemical, AlphaScreen, human; AlphaScreen MITF homodimerization, bead proximity signal; 650,000 compounds, 0.91% hits; inhibition, % at 2.6 µM; in the data active means inhibition above about 50%;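 further: 0% = vehicle wells with protein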
# Target sequence (O75030 whole entry, looked up): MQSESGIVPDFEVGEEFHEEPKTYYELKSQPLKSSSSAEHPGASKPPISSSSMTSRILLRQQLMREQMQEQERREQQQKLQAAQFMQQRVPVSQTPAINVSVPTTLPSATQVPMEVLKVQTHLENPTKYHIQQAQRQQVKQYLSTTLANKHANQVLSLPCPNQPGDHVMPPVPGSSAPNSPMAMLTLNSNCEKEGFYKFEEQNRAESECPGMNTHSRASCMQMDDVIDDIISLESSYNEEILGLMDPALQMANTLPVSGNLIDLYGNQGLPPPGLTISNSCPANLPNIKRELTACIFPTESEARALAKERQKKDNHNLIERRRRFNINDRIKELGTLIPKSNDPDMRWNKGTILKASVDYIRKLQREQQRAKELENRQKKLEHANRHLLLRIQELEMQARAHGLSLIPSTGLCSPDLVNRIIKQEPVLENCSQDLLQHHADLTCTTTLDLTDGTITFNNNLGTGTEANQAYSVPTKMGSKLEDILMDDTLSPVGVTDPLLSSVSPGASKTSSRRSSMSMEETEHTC
# TEAD-YAP inh – TEAD-YAP interaction inhibition, primary screen, TEAD-YAP interaction inhibitor project, luminescence, HEK-TIYL cells | inhibition, % at 9.12 µM | 640,000 compounds, 1.4% hits | AID 1259422, 2018 | TEAD-Gal4/YAP UAS-luciferase luminescence; in the data active means inhibition above about 32%;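 further: 0% = median of test compound wells and 100% = reference inhibitor wells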
# FBW7 activator – FBW7 E3 ligase activators, primary screen, biochemical, AlphaScreen, human | F-box/WD repeat-containing protein 7 (Homo sapiens), Q969H0 | AlphaScreen FBW7–phospho-cyclin E peptide binding, activator screen | normalized activity (activation), % at 26.1 µM | 650,000 compounds, 0.13% hits | AID 1259310, 2017; in the data active means normalized activity above about 1.9%;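 further: purified mutant Fbw7 with reduced substrate affinity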
# * = called active by the depositor; / = not tested or not shown; & = joins results of further samples.
SMILES,GPR151 activ,MITF primary,TEAD-YAP inh,FBW7 activator
O=C1CCC(C(=O)NCC2Cc3cc(-c4ccsc4)cc(Cl)c3O2)N1 (configuration not stated),-0.1,3,0,-0.1
N/C(=N\OC(=O)c1ccco1)c1ccc(I)cc1,-2.3,16,-51,-0.1
O=C(c1ccc(Br)cc1)c1ccc(N2CCOCC2)c([N+](=O)[O-])c1,-0.6,-2,3,-0.1
COc1ccccc1C(=O)NC(CCSC)C(=O)OCC(=O)c1ccc(F)cc1 (configuration not stated),0.5,1,-5,0.4
O=C(NCCOc1ccccc1)c1ccc2nc(N3CCN(Cc4ccc5c(c4)OCO5)CC3)sc2c1,1.3,17,-31,-0.1
CCOC(=O)c1sc2ccc(S(=O)(=O)N3CC(C)CC(C)C3)cc2c1N (configuration not stated),0.6,20,-1,0.6
CCOC(=O)N1CCN(C(=O)c2ccc(OC)cc2)CC1,0.3,-11,-4,-0.1
COc1ccccc1OCC(=O)NCC1CCCN(S(=O)(=O)N(C)C)C1 (configuration not stated),-0.5,-13,-7,-0.2
CCc1nc2c(N(C)S(=O)(=O)c3ccc(C)cc3)nc3ccccc3n2n1,-0.1,-3,3,0.6
CCCC(=O)Nc1n[nH]c2nc(C)cc(C)c12,0.7,0,14,0.0
CCOc1ccccc1CNCc1c(C(=O)O)[nH]c2cc(C)ccc12,0.4,-4,-5,0.0
Cc1cc(O)cc(O)c1C(=O)Cc1ccccn1,-0.8,2,-10,-0.1
CC1=C(C(=O)OCCOC(C)C)C(c2ccc(O)cc2)C2=C(CCCC2=O)N1 (configuration not stated),-0.5&-0.2,-7&16,-8&11,-0.1&-0.1
CCCNS(=O)(=O)c1ccc2[nH]c(=O)ccc2c1,-0.8,18,-6,1.2
O=C(c1ccc(Cn2c(=S)[nH]c3cc4c(cc3c2=O)OCO4)cc1)N1CCN(c2cccc(C(F)(F)F)c2)CC1,1.7,20,-5,-0.1
COc1ccccc1NC(=O)CN(c1ccccc1Cl)S(=O)(=O)c1ccccc1,0.2,11,1,0.2
COc1ccccc1N1CCN(c2ncnc3sc(C(=O)Nc4ccccc4C(F)(F)F)c(C)c23)CC1,0.6,5,17,0.3
Cc1ccc(NC(=S)NCCO)cc1,-0.6,-8,11,0.1
COC(=O)CCC(=O)c1oc2ccc(OC)cc2c1N,2.9,-6,-33,0.0
Cc1ccc(/C=N/NC(=O)COc2ccccc2C)cc1,-1.1,-3,50*,0.1
COc1cccc(C(=O)NCCc2ccc(S(N)(=O)=O)cc2)c1,-0.3,0,6,-0.2
CCCC(=O)C1=C(N)C(C#N)=C(N2CCCCC2)C1(C#N)c1ccccc1 (configuration not stated),-0.5,-1,-4,-0.1
COc1cc(NS(=O)(=O)c2cc(Br)ccc2OC)c(OC)cc1Cl,0.8,2,-1,-0.2
COC(=O)C1=CN(CC2CCCO2)C=C(C(=O)OC)C1c1cccc(OC)c1OC (configuration not stated),-1.2,-10,-1,0.0
Cc1cccc(C)c1-n1c(SCC(=O)c2ccccc2)nc2c(sc(=S)n2-c2c(C)cccc2C)c1=O,0.5,3,-2,0.1
COC(=O)C1=CN(C(C)C)C=C(C(=O)OC)C1c1cc(Cl)c(O)c(OC)c1,1.0,2,24,-0.1
Cc1ccc(C(=O)N/N=C\c2cc(O)ccc2[N+](=O)[O-])cn1,1.2,9,28,0.0
O=C(Nc1ccccc1N1CCOCC1)c1cccc(I)c1,1.2,6,8,-0.1
NC(=O)c1ccccc1NC(=O)c1ccc2c(c1)OCO2,-6.2,11,-29,-0.2
Cc1cc(=O)oc2cc(Cl)c(OCC(=O)c3ccccc3)cc12,1.2,10,8,0.1
CC(C)C(=O)Oc1ccc2c(c1)C=CC1(O2)N(C)c2ccccc2C1(C)C (configuration not stated),1.5,6,5,-0.2
COCCn1c(SCc2nc3ccccc3[nH]2)nc2cc(C(=O)OC)ccc2c1=O,0.0,1,-1,-0.1
Cc1noc(C)c1S(=O)(=O)NCCN1CCN(c2ccccc2F)CC1,-2.2,12,-13,0.3
Nc1nonc1-c1noc(-c2ccccc2)n1,-1.4,4,-26,0.0
Cc1ccc(/C=N/Nc2ncnc3nc[nH]c23)cc1,-2.5,9,29,-0.1
CC(c1ccccc1)n1cc(C(=O)NCc2ccncc2)nn1 (configuration not stated),0.4,7,-8,-0.1
CCOC(=O)N1CCc2c(sc(NCc3ccc(OC)c(OC)c3OC)c2C(=O)Nc2ccc(OCC)cc2)C1,0.5,15,11,-0.4
COc1ccc(NC(=O)CCCN2C(=O)CCC2=O)cc1OC,-2.0,6,5,0.2
CN(C)c1ccc(C2CC(c3c(-c4ccccc4)c4cc(Cl)ccc4[nH]c3=O)=NN2S(=O)(=O)c2ccccc2)cc1 (configuration not stated),0.5,-5,4,-0.1
CC(C)(C)N1CC(COc2ccccc2)OC1=O (configuration not stated),0.3,-12,-11,-0.1
Cc1ccc2nc(N3CCC(C)CC3)c(/C=C3\SC(=S)N(C)C3=O)c(=O)n2c1,2.3,32,-9,0.3
COc1ccc(/C=C2\C(=O)N(c3ccc(F)cc3)N=C2C)cc1,0.9,8,-7,0.0
Cc1nnn(C23CC4CC(CC(CC(=O)Nc5ccc(Cl)cc5)(C4)C2)C3)n1,-0.4,-9,-15,-0.4
O=C(NCCN1CCOCC1)C1CCN(Cc2ccc(Cl)c(Cl)c2)CC1,-0.6,69*,-2,0.6
Cc1ccc2nc(CSc3nnc(-c4ccncc4)n3C)cc(=O)n2c1,0.7,6,0,-0.1
O=C(CCN1C(=O)C2C3C=CC(C3)C2C1=O)Nc1cc(C(F)(F)F)cc(C(F)(F)F)c1 (configuration not stated),0.1,9,12,0.0
COCCCNCCOCCOc1ccccc1I,-1.0,21,3,-0.1
CC(C)N(C)C(=O)CC1C(=O)NCCN1Cc1cccc(C(F)(F)F)c1 (configuration not stated),0.0,-9,9,-0.1
CCOC(=O)C1(CC2CC2)CCN(C(=O)Cc2c(F)ccc(F)c2F)CC1,0.5,-4,-16,0.0
Cc1noc(C)c1COC(=O)c1cc(-c2ccco2)nc2ccccc12,-2.4,-3,0,0.1
NCCC(=O)O,-1.4,-3,/,-0.2
O=C(Nc1ccc(S(=O)(=O)Nc2ncccn2)cc1)c1ccc(Br)cc1,-0.7,21,-7,1.4
COC(=O)Nc1sc2c(c1C(N)=O)CCC(C(C)(C)C)C2 (configuration not stated),-0.4,-4,-8,-0.1
COc1ccc2c(CN3C(=O)NC4(CCCc5sccc54)C3=O)cc(=O)oc2c1 (configuration not stated),0.4,1,4,-0.1
O=C(c1cc(-c2ccc(F)cc2)no1)N1CCN(Cc2ccc3c(c2)OCO3)CC1,-0.3,-3,0,0.1
COc1cc(C(=O)c2ccccc2)c(OC)cc1C(=O)Nc1ccc(O)cc1,-0.2,11,18,0.0
O=C(CSCc1ccccc1F)NC1CCCC1,1.1,1,-68,0.0
CCN(CC)CCN1C(=O)CCC1CCNCc1ccc(F)cc1 (configuration not stated),-0.7,-1,-10,0.0
O=C(COc1nc2ccc(-c3cccnc3)nc2o1)c1ccccc1,-1.5,12,-25,0.3
N/C(=N\OCC(=O)Nc1cccc([N+](=O)[O-])c1)c1nonc1N,0.2,19,2,0.0

# Later entries:
SMILES,GPR151 activ,MITF primary,TEAD-YAP inh,FBW7 activator
CC(C1CC1)N(Cc1ccccc1)C(N)=O (configuration not stated),-1.0,10,12,0.0
CCOC(=O)c1cnc2c(C)cc(C)cc2c1Nc1ccc(OCC)cc1,-0.8,-12,4,-0.3
CC(C)(Oc1ccc(Cl)cc1)C(=O)N(c1ccc(F)cc1)C1C=CS(=O)(=O)C1 (configuration not stated),-0.1,-11,8,0.1
O=C(c1ccc(S(=O)(=O)c2ccccc2Cl)c([N+](=O)[O-])c1)N1CCN(c2ccccc2)CC1,0.9,4,8,0.0
Cc1cc(C)cc(NC(=O)C2CC23CCN(C(=O)c2cc(C)c(C)[nH]c2=O)CC3)c1 (configuration not stated),-0.1,-17,1,0.1
NC(=O)CN1CCC(COCc2ccccc2)CC1,0.1,10,-5,0.2
O=C1N(Cc2ccccc2F)c2ccccc2OC1(F)F,0.3,2,8,-0.1
CC(C)CC1=NN2C(=N)/C(=C/c3ccc(-c4ccc(C(=O)O)cc4)o3)C(=O)N=C2S1,0.0,-24,-3,-0.1
Cc1c(C(=O)NC(=S)Nc2cc(-c3nc4ccccc4o3)ccc2Cl)oc2ccccc12,3.8,-6,-22,-0.1
CCOC(=O)N1CCN(C(=O)Nc2cccc(Cl)c2)CC1,-1.3,4,-7,-0.2
CC(C)(C)c1ccc(C(=O)N=C2N=C3N=CC=CN3Cc3ccccc32)cc1,-1.4,0,-16,0.0
Cn1c(N2CCOCC2)c(/C=N/OC(=O)c2cccnc2Cl)c2ccccc21,-2.0,-1,12,0.2
CCn1cc(CNC(=O)c2cccc([N+](=O)[O-])c2)cn1,1.4,7,-13,0.0
O=C(O)c1cc(N2C(=O)C3CCCCC3C2=O)ccc1NCc1cccnc1 (configuration not stated),-0.3,-1,13,-0.1
Nc1[nH]ncc1C(=O)Nc1ccccc1,-0.3,8,7,0.5
COc1ccc(CNC(=O)CC#N)cc1,2.3,-3,0,-0.1
O=C(CCn1c(=O)oc2ccccc21)NCCCN1CCCC1=O,0.4,12,3,0.6
Cc1nc2ccc(C(=O)OCc3nnc(-c4ccccc4)o3)cc2nc1C,1.8,29,-3,-0.2
Cn1ccnc1SCC(=O)Nc1cccc(F)c1,0.4,-8,-10,-0.1
O=C(NC1CCCCC1)C1C2C=CC3(CN(Cc4cccnc4)C(=O)C13)O2 (configuration not stated),-0.9,3,-1,0.1
CC(=O)c1c(C)oc2ccc(N(C(=O)c3ccncc3)S(=O)(=O)c3cccc([N+](=O)[O-])c3)cc12,0.2,-5,4,0.0
Cc1nc(Cl)c(C(=O)NC(C)(C)C)c(C)c1Cl,-0.2,-13,8,0.1
CCOc1ccc(-c2nc(CSCC(=O)NCCCOC(C)C)c(C)o2)cc1,0.3,11,16,-0.1
CCOC(=O)C1CCN(c2c(-c3ccccc3)c(=O)c2=O)CC1,-1.7,-7,-8,-0.2
CCCOc1ccc(N2C(=O)CC(N(CCc3ccc(OC)cc3)C(=O)CCC(=O)O)C2=O)cc1 (configuration not stated),0.6,1,1,-0.1
COc1cccc(-c2ocnc2C(=O)NCCN2CCCCCC2)c1,-0.3,-4,-3,-0.4
CCSC1=C(C#N)C(c2cc(OC)ccc2OC)CC(=O)N1 (configuration not stated),-0.2,15,-4,0.1
COc1ccc2nc(-c3ccc(NS(=O)(=O)c4cc(C)ccc4OC)cc3)cn2n1,-1.1,1,-6,0.1
O=C(Cc1ccc(Cl)cc1)Nc1ccc(-c2nc3ccccc3o2)cc1,0.3,7,4,0.1
O=C(C[n+]1cc(=O)o[nH]1)N1CCC(CO)(Cc2ccccc2C(F)(F)F)CC1,-1.3,2,3,-0.1
CN(C)C(=O)Cn1c(=O)n(C)c2ccccc21,0.5,7,0,0.0
CC1=CC=CC2=N/C(=N\S(=O)(=O)c3ccc(F)cc3F)c3ccccc3CN12,-1.7,16,-1,0.0
O=C(O)C1CCCCC1C(=O)Nc1ccccc1[N+](=O)[O-] (configuration not stated),0.7,11,-1,-0.5
Brc1ccc(OCCSc2nc3ccccc3[nH]2)cc1,0.1,-13,-9,-0.1
Cc1c(Br)c(C(F)(F)F)nn1CC(=O)Nn1c(-c2ccc(F)cc2)nc2ccccc2c1=O,0.0,1,5,-0.2
O=C(CSc1n[nH]c(-c2ccncc2)n1)NC(=O)Nc1ccccc1,-0.5,1,7,-0.3
Cc1ccc(-n2c(C)cc(/C=C3\Sc4ccccc4C3=O)c2C)cc1,-0.8,0,-6,0.1
CC(C)(C)c1csc2ncc(C(=O)NCc3cc(Cl)cc(Cl)c3)c(=O)n12,-0.9,5,1,-0.2
Clc1ccccc1C1Nc2c(ccc(Cl)c2Cl)C2C=CCC21 (configuration not stated),0.3,-4,4,-0.1
